Assay outcomes (PubChem)
Mcl1 Noxa PPI = disrupts binding of human Mcl-1 to Noxa peptide; Q07820; TR-FRET Mcl-1/Noxa peptide binding, 2 h; inhibition, % at 21.7 µM; 1.5% of 220,000 active;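 active = compounds that cut the protein-peptide binding signal by more than 50% relative to plate controls in a single-dose test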;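 note: His-tagged Mcl-1 with rhodamine Noxa BH3 peptide and terbium anti-His antibody; 0% = Mcl-1 plus Noxa peptide wells and 100% = peptide-only wells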
Bim-Bcl-W = disrupts Bim peptide binding to human Bcl-W. inhibition, % at 10 µM. 0.02% of 190,000 active. bead-based flow cytometry. Q92843;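 note: 0% = bound tracer without compound and 100% = peptide blocker; higher means less fluorescent Bim peptide bound to Bcl-W beads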
Target sequence (Q92843 whole entry, looked up): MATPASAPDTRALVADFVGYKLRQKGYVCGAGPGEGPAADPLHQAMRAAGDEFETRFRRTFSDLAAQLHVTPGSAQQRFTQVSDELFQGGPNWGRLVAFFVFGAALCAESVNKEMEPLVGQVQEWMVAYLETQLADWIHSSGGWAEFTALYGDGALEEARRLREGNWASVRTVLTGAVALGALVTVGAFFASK
RGS4-Gao reg = human RGS4-Galphao interaction regulation | P09471 | Multiplexed bead flow cytometry, RGS4-Galphao binding; actives lie on both sides | binding response (% of control), % at 10 µM | 0.33% of 220,000 active; in the data active = binding response below about 49% or above about 150%; inactive = in between;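 note: fluorescent Galphao activated with aluminum fluoride binding bead-coupled RGS4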
Bim-Bcl-2 = human Bim-Bcl-2 interaction inhibition | P10415 | Bead-based flow cytometry, Bim peptide-Bcl-2 binding | inhibition, % at 10 µM | 0.06% of 190,000 active; in the data active = inhibition above about 40%; inconclusive = no clear call, values can overlap the other calls;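 note: 0% = no compound wells with probe peptide and 100% = reference peptide inhibitor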
Bfl-1 Bim block = disrupts Bim binding to human Bfl-1 | AID 1008 | 0.12% of 190,000 active | inhibition, % at 10 µM | Bead-based flow cytometry, Bim-Bfl-1 binding inhibition | Q16548;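 note: 0% = wells without compound plus tracer and 100% = blocker peptide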
RGS7-Gao = modulates binding of RGS7 to human Galphao; 0.35% of 220,000 active; P09471; Multiplexed bead flow cytometry; actives lie on both sides; binding response (% of control), % at 10 µM; AID 1439; in the data active = binding response below about 49% or above about 150%; inconclusive = no clear call, values can overlap the other calls; inactive = in between;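 note: fluorescent Galphao held in activated GDP-AlF4 state binding bead-coupled RGS7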
Bim-Mcl-1 = inhibitors of Bim-Mcl-1 interaction, human | Q07820 | Bead-based flow cytometry, Bim peptide-Mcl-1 binding | inhibition, % at 10 µM | 0.1% of 190,000 active | AID 1009;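 note: 0% = no compound tracer wells and 100% = peptide blocker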
Bcl-XL Bim block = human Bim-Bcl-XL interaction inhibition; Bim peptide-Bcl-XL binding, bead flow cytometry, fluorescence; 0.04% of 190,000 active; AID 1007; inhibition, % at 10 µM
Target sequence (Q07817 whole entry, looked up): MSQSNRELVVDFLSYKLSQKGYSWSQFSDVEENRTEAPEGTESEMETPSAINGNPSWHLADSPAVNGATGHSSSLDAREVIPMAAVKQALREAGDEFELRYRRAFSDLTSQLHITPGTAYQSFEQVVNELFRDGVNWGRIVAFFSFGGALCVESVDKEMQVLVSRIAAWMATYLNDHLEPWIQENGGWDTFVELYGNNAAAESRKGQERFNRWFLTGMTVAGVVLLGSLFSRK
Mcl1 Bid PPI = Mcl-1/Bid interaction inhibition | 0.97% of 220,000 active | TR-FRET Mcl-1/Bid-Dy647 peptide binding, 1536-well | inhibition, % at 21.7 µM | Q07820;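 active = compounds that cut the binding signal by more than half at the single screening dose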;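 note: His-tagged Mcl-1 with europium anti-His antibody binding Bid BH3 peptide; 0% = Mcl-1 plus peptide wells and 100% = peptide-only wells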
Bcl-B Bim block = disrupts Bim peptide binding to human Bcl-B. inhibition, % at 10 µM. AID 951. bead-based flow cytometry. 0.073% of 190,000 active. Q9HD36;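 note: 0% = tracer peptide without compound and 100% = reference inhibitor peptide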
Target sequence (Q9HD36 whole entry, looked up): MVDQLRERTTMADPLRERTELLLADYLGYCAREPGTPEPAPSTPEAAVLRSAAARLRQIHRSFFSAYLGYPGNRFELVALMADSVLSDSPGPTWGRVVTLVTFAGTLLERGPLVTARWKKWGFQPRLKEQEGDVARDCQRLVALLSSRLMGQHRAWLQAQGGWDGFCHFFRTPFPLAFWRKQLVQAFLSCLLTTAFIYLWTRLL
RGS8-Gao = human RGS8-Galphao interaction regulation; P09471; multiplexed bead flow cytometry, RGS8-Galphao binding; actives lie on both sides; response (percent of control binding), % at 10 µM; 0.34% of 220,000 active; in the data active = response below about 60% or above about 140%; inactive = in between;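 note: Galphao activated as the GDP aluminium fluoride complex binding bead-coupled RGS8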
* marks the source's active call; other numbers are inactive results; u = inconclusive; x = no result given. Cut-off read from the data, not from the text of the source, unless noted: active = inhibition above about 40%.

canonical_smiles,Mcl1 Noxa PPI,Bim-Bcl-W,RGS4-Gao reg,Bim-Bcl-2,Bfl-1 Bim block,RGS7-Gao,Bim-Mcl-1,Bcl-XL Bim block,Mcl1 Bid PPI,Bcl-B Bim block,RGS8-Gao
c1csc(Cc2nc3ccccc3[nH]2)c1,-3.3,2.0,100.7,-7.0,-10.0,102.2,0.0,-4.0,-20.8,-8.0,106.1
CCN(C(=O)CSc1cc(C)c2ccccc2n1)c1c(N)n(Cc2ccccc2)c(=O)[nH]c1=O,6.8,0.0,99.9,-1.0,-6.0,94.4,-2.0,-1.0,-17.8,-6.0,101.6
c1ccc(CN2CCC3(CC2)Nc2ccccc2CO3)cc1,-194.6,3.0,95.5,1.0,0.0,94.8,3.0,3.0,-29.6,0.0,98.3
O=C(C1CCCCC1)N1CCc2ccccc21,5.1,-1.0,100.6,-2.0,-4.0,99.5,0.0,-3.0,-10.0,-6.0,103.9
COC(=O)CN(C(=S)Nc1ccc(F)cc1)C1CC(=O)N(c2ccccc2)C1=O (configuration not stated),-0.2,-5.0,97.9,-10.0,-19.0,99.0,-7.0,-8.0,2.7,-6.0,96.8
O=C1CC(N2CCN(c3ccccn3)CC2)C(=O)N1CC(c1ccccc1)c1ccccc1 (configuration not stated),8.5,0.0,98.2,-4.0,-1.0,94.1,-2.0,0.0,5.6,3.0,78.5
Cc1ccc(C(=O)C2OC(=O)C(C)(C)C(=O)C2(C)C)cc1 (configuration not stated),10.8,0.0,101.2,-1.0,3.0,100.4,1.0,0.0,-6.1,1.0,106.3
CCCOc1ccc(-c2nnn(CC(=O)N3CCCC(C)C3)n2)cc1 (configuration not stated),3.7,x,97.9,x,x,u,x,x,-37.3,x,100.0
O=C(CSc1nnc(-c2ccc(S(=O)(=O)N3CCOCC3)cc2)o1)c1ccccc1F,-24.3,-4.0,99.5,-6.0,-10.0,101.5,0.0,-15.0,10.2,-5.0,102.3
OCCCn1c(-c2ccccc2)nc(=S)c2c1CCCC2,9.8,-5.0,104.9,-9.0,-9.0,106.3,-4.0,-7.0,-25.6,-7.0,103.2
O=C(O)c1nn(-c2cccc(Cl)c2)c(=O)cc1O,20.9,-2.0,104.2,2.0,-5.0,107.8,0.0,-1.0,10.2,-1.0,102.1
CN(C)/C=C(\C(=O)c1cccc(Cl)c1)c1nnnn1-c1ccccc1,19.5,x,93.6,x,x,u,x,x,-17.0,x,96.6
CCNc1ccc(S(=O)(=O)C(F)(F)F)cc1NC(=O)C12CCC(CC1)C2,13.5,1.0,103.8,-11.0,-12.0,100.4,-2.0,-16.0,15.9,-11.0,99.5
N#Cc1ccc(N2CCc3ccccc3C2)c([N+](=O)[O-])c1,18.7,-1.0,94.8,-8.0,-19.0,92.0,-2.0,-3.0,-45.9,-4.0,92.8
Cc1ccnc(NC(=O)c2cc3ccccc3oc2=O)c1,20.3,-1.0,97.1,0.0,-5.0,101.0,-1.0,-1.0,-4.2,0.0,99.4
CCOC(=O)c1cnc(-n2nc(C)cc2C)nc1Nc1ccc(N(C)C)cc1,72.5*,19.0,104.1,11.0,30.0,105.2,8.0,8.0,-13.9,2.0,101.9
COc1ccc(Nc2nc(-c3cccc([N+](=O)[O-])c3)nc3ccccc23)c(OC)c1,27.1,-2.0,99.9,2.0,6.0,102.0,-6.0,-5.0,33.7,0.0,103.2
COc1ccc(N=Nc2cnc(C)nc2-c2ccccc2)cc1,1.4,1.0,97.2,-8.0,-8.0,98.1,-5.0,-7.0,3.2,-6.0,98.8
COc1ccccc1C1NC=C([N+](=O)[O-])C=C1[N+](=O)[O-] (configuration not stated),77.3*,-1.0,96.7,-2.0,1.0,102.0,-7.0,-5.0,-0.9,-5.0,98.1
O=C(COc1ccccc1-c1ccccc1)N/N=C/c1cccnc1,1.1,0.0,98.0,0.0,-3.0,98.7,0.0,0.0,-35.1,-7.0,99.2
CN1CCC(C2(O)c3ccccc3CCc3ccccc32)CC1,10.0,-4.0,104.1,-1.0,-2.0,104.4,-2.0,-5.0,-2.2,-6.0,105.5
CCOc1cc2[nH]c(=O)n(CCC(=O)NCCc3ccccc3)c(=O)c2cc1OCC,6.6,-2.0,100.6,0.0,-2.0,98.8,0.0,-3.0,-2.3,0.0,102.8

6 entries from above, with values under each structure.
Results follow in this order: Mcl1 Noxa PPI	Bim-Bcl-W	RGS4-Gao reg	Bim-Bcl-2	Bfl-1 Bim block	RGS7-Gao	Bim-Mcl-1	Bcl-XL Bim block	Mcl1 Bid PPI	Bcl-B Bim block	RGS8-Gao
> COc1ccc(Nc2nc(-c3cccc([N+](=O)[O-])c3)nc3ccccc23)c(OC)c1
    27.1	-2.0	99.9	2.0	6.0	102.0	-6.0	-5.0	33.7	0.0	103.2
> COc1ccc(N=Nc2cnc(C)nc2-c2ccccc2)cc1
    1.4	1.0	97.2	-8.0	-8.0	98.1	-5.0	-7.0	3.2	-6.0	98.8
> COc1ccccc1C1NC=C([N+](=O)[O-])C=C1[N+](=O)[O-] (configuration not stated)
    77.3*	-1.0	96.7	-2.0	1.0	102.0	-7.0	-5.0	-0.9	-5.0	98.1
> O=C(COc1ccccc1-c1ccccc1)N/N=C/c1cccnc1
    1.1	0.0	98.0	0.0	-3.0	98.7	0.0	0.0	-35.1	-7.0	99.2
> CN1CCC(C2(O)c3ccccc3CCc3ccccc32)CC1
    10.0	-4.0	104.1	-1.0	-2.0	104.4	-2.0	-5.0	-2.2	-6.0	105.5
> CCOc1cc2[nH]c(=O)n(CCC(=O)NCCc3ccccc3)c(=O)c2cc1OCC
    6.6	-2.0	100.6	0.0	-2.0	98.8	0.0	-3.0	-2.3	0.0	102.8

Only RGS7-Gao and Bcl-XL Bim block (two entries from above):
SMILES	RGS7-Gao	Bcl-XL Bim block
O=C(C1CCCCC1)N1CCc2ccccc21	99.5	-3.0
COC(=O)CN(C(=S)Nc1ccc(F)cc1)C1CC(=O)N(c2ccccc2)C1=O (configuration not stated)	99.0	-8.0
